# PERK inh: human PERK inhibition, primary cell-based screen. Q9NZJ5. CHO PERK-DD fusion, SEAP luminescence translation reporter. inhibition, % at 5.6 µM. hit rate 0.17% among 220,000. AID 1416;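 active = inhibition above the mean inhibition of all tested compounds plus 3 SD, set separately per screening campaign, cut at about 2.9% in these data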;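 also: PERK kinase domain activated by AP20187 dimerizer at 100 nM; 0% = DMSO with dimerizer and 100% = rapamycin at 8.4 µM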
# EP2 mod: EP2 receptor (human) modulation. hit rate 0.83% among 260,000. induction, % at 25 µM. P43116. EP2-expressing cells, cAMP HTRF FRET, PGE2 co-stimulation;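 active = compounds whose cAMP rise, as percent of the full-agonist control response, exceeds 60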;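 also: rat C6 glioma line stably carrying human EP2 under a CMV promoter; the protocol text gives 20 µM as final concentration; 100% = response of wells given 1 µM PGE2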
# Target sequence (P43116 whole entry, looked up): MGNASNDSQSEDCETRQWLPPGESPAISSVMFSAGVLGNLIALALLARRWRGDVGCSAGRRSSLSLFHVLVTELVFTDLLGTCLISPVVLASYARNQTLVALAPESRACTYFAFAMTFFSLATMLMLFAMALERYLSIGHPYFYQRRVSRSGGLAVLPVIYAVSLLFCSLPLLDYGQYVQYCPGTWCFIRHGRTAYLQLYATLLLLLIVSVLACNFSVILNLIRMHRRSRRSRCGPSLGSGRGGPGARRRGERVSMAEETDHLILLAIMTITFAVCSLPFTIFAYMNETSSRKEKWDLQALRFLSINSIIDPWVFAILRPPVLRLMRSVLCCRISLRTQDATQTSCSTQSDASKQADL
# RBBP9 inhibitor: human RBBP9 hydrolase inhibition; recombinant RBBP9, FP-Rh probe fluorescence polarization; inhibition, % at 7.94 µM; O75884; AID 1515; hit rate 0.2% among 220,000;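 active = inhibition above the campaign mean of all tested compounds plus 3 SD, cut at about 14% in these data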;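 also: plate controls were DMSO wells with RBBP9 for no effect and wells lacking RBBP9 protein for full effect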
#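 Measured by – fluorescence polarization · Test system – RBBP9 protein · Input – 2.5 µM RBBP9 dispensing solution, before mixing · Measure – percent inhibition from mP, scaled between DMSO and no-protein wells · Benchmarks – DMSO-treated enzyme wells and wells lacking RBBP9 · Times – preincubation 30 min plus labeling 45 min at 25 °C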
# Runt-CBFb FRET: inhibitors of human RUNX1 Runt domain binding to CBFb; AID 1496; Q01196+Q13951; hit rate 0.46% among 220,000; Cerulean-Runt/Venus-CBFb FRET ratio 530/480, 1 h; inhibition, % at 20 µM;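 active = inhibition over about 50% at 20 µM in the single-dose screen, limit read from the data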;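 also: 0% = DMSO wells and 100% = excess unlabeled CBFb competitor control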
# Target sequence (Q01196 whole entry, looked up, the tested form may be a part): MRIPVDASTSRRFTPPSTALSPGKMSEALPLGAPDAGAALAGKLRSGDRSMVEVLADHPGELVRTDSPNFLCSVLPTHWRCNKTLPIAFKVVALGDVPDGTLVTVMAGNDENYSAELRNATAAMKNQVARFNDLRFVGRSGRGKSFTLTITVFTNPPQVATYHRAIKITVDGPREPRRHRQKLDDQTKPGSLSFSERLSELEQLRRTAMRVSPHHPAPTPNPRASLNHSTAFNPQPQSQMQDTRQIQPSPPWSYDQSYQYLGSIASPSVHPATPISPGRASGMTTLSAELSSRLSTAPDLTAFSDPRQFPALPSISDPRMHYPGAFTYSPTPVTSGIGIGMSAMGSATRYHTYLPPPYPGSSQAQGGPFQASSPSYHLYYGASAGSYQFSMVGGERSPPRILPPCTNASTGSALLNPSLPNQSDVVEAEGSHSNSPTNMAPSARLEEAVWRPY
# Target sequence (Q13951 whole entry, looked up, the tested form may be a part): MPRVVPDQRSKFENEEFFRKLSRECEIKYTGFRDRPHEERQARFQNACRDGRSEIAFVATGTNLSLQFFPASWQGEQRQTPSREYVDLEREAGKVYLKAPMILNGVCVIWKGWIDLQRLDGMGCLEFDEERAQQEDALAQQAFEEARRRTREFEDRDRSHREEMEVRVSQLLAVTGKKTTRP
#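 Buffer or medium: Tris pH 7.5 buffer with BSA. Assay system: Cerulean-labeled Runt domain protein. Amount: each fluorescent fusion protein 100 nM. Read-out basis: loss of energy transfer signal. Incubation: 1 h compound exposure, room temperature. Probe or stimulus: Venus-CBFb binding partner, 100 nM. Detection: FRET, excitation 422 nm, emission at 530 and 480 nm.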
# zVAD death inh: blocks zVAD induced death of L929 cells | L929 zVAD necroptosis rescue, ATP luminescence, 24 h; with zVAD 60 µM | viability rescue, % at 10 µM | hit rate 0.38% among 220,000;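 active = activation, scaled between plate controls, above about 75%, limit read from the data; inactive = activation under that limit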;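 also: 0% = zVAD with DMSO and 100% = DMSO alone without zVAD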
# Hck Nef HTS: human Hck-Nef kinase inhibition. P08631. Recombinant Hck-YEEI plus Nef, Z-Lyte FRET kinase assay. inhibition, % at 20 µM. hit rate 0.68% among 220,000. AID 463187;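 active = Hck-Nef kinase inhibition above about 50%, limit read from the data; inactive = inhibition below that limit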;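 also: 0% = DMSO with Hck plus Nef and 100% = Hck alone without Nef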
# TNF necrop inh: blocks TNF-alpha induced death of Jurkat FADD-/- cells; activation (protection from cell death), % at 10 µM; hit rate 0.068% among 220,000; Jurkat FADD-/- TNF necroptosis rescue, ATP luminescence, 24 h; 0 = TNF only, 100 = no-TNF cells; AID 463075;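 active = activation, meaning protection from cell death, of at least 50% relative to plate controls; inactive = activation below 50%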;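 also: necroptosis triggered by 40 ng/mL TNF-alpha added together with compound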
# PGE2 EP2 inh: blocks the human prostaglandin E2 receptor EP2; inhibition, % at 25 µM; AID 1422; P43116; hit rate 0.52% among 260,000; C6 glioma cells expressing human EP2, cAMP TR-FRET; cells stimulated with saturating PGE2;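 active = percent inhibition above 40 after rounding to a whole number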;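 also: rat C6 glioma host cells with rolipram phosphodiesterase inhibitor present; the protocol text gives 20 µM as final concentration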
# Runt-SMMHC FRET: blocks binding of human RUNX1 Runt domain to CBFb-SMMHC. Q01196+Q13951. Cerulean-Runt/Venus-CBFb-SMMHC FRET ratio 530/480, 1 h. inhibition, % at 20 µM. hit rate 0.74% among 220,000;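 active = mean inhibition across duplicate retests at 20 µM reaching about 50%, limit read from the data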;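 also: 0% = DMSO wells and 100% = wells with excess untagged CBFb-SMMHC; inhibitors lower the FRET ratio by blocking Runt binding to CBFb-SMMHC; some results filed as inactive read as strong as hits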
# Starred values were filed as active, the others as inactive; . = no result given; & = joins results of further samples. Not all compounds are listed; the hit share may differ from the screen's.
nr	Molecule	PERK inh	EP2 mod	RBBP9 inhibitor	Runt-CBFb FRET	zVAD death inh
1	C[C@H](NC(=O)c1ccccc1Cl)C(=O)OCC(=O)N1CC2(C)CC1CC(C)(C)C2 (stereo not given in full)	0.4	15	-5	4	1.2
2	COc1ccc(N(C(=O)Cn2nnc3ccccc32)C2(C(=O)NC3CCCC3)CCCCC2)cc1	-1.3	36	-5	-4	0.4
3	O=C(O)/C=C/c1cn(Cc2ccccc2)nc1-c1cccnc1	1.1	1	3	2	-1.0
4	FC(F)(F)c1ccccc1NC(=S)NN=C1CCCCCC1	1.1	-1	-4	20	-1.6
5	O=C(Nc1ccc2c(c1)OCO2)C1CCCN1C(=O)Nc1cccc(F)c1 (stereo not given)	0.4	19	-11	-1	-2.3
6	O=C1CC(C(=O)Nc2cccc(F)c2)n2c(nc3ccccc32)N1 (stereo not given)	0.0	18	-2	1	1.1
7	Cc1ccc(NC(=S)C2=C(O)c3ccccc3N(C)S2(=O)=O)cc1	0.9	2	0	10	0.1
8	C=CCSc1cc(C)nc2c(-c3ccc(Cl)cc3)c(C)nn12	-1.9	3	1	-1	0.1
9	Cc1ccc(C(=O)CSc2nc(-c3ccccc3)cc(=O)[nH]2)cc1	1.4	24	8	1	8.2
10	Cn1c(=O)n(CCc2ccccc2)c(=O)c2c1nc1n2CCCN1CCc1ccccc1	-2.1	-17	-4	-3	2.9
11	CCN(CC)c1ccc(NC(=O)c2ccccc2)cc1S(=O)(=O)Nc1ccccc1OC	0.1	-5	-22	16	0.7
12	Cc1nnc(SCC(=O)Nc2ccc(Oc3ccccc3)cc2)n1N	0.3	18	-12	2	1.1
13	COc1cc(C(=O)NCC(=O)N/N=C(/C)c2ccc3c(c2)CCCC3)cc(OC)c1OC	1.9	22	0	-5	1.0
14	CCC(c1nnnn1Cc1ccco1)N1CCN(c2cc(Cl)ccc2C)CC1 (stereo not given)	-0.6	-9&9	-5	2	-0.2
15	O=C(NCCSc1ccccc1)c1cncc(Br)c1	-0.4	-15	4	0	0.2

nr	Hck Nef HTS	TNF necrop inh	PGE2 EP2 inh	Runt-SMMHC FRET
1	1	1.3	5	-3
2	-2	-2.1	11	0
3	12	2.4	3	0
4	20	0.3	9	4
5	-8	0.0	.	-7
6	18	2.7	5	2
7	2	-3.4	9	4
8	-1	1.2	6	0
9	18	-0.4	9	-6
10	1	-7.7	21	0
11	-2	3.0	6	10
12	1	-1.4	11	1
13	17	-1.5	3	0
14	1	-6.1	11	2
15	-19	3.1	11	3

# New compounds follow.
nr	Molecule	PERK inh	EP2 mod	RBBP9 inhibitor	Runt-CBFb FRET	zVAD death inh
16	Fc1ccc(CNn2cnnc2SCc2ccc(F)cc2)cc1	0.4	17	-5	-3	-0.1
17	O=C1C(=O)N(CCN2CCOCC2)C(c2cccnc2)/C1=C(/O)c1ccc(Cl)cc1 (stereo not given)	0.8	14	-6	-1	0.5
18	CCCOc1ccc(NC(=O)C2CC(=O)N(C(C)C)C2)cc1 (stereo not given)	0.0	5&-41	4	-2	0.8
19	CC(=O)N1CCN(c2ccc(NCc3ccc(F)cc3)cc2)CC1	0.6	9	1	10	0.5
20	CC1(C)Cc2nc(N)c(=O)sc2C1	-0.4	20	-10	1	0.8
21	COc1ccccc1C(=O)OCC(=O)c1cccc([N+](=O)[O-])c1	-0.3	11	-2	0	.
22	Cc1cc(S(=O)(=O)NCC(C)C)ccc1OCC(=O)NCc1ccco1	0.9	-13	1	0	0.8
23	CCCCNC(=S)Nc1ccccc1Cc1ccccc1	-1.1	41	-7	2	-0.8
24	COc1ccc(Nc2nccc(N(C)C)c2C#N)cc1	1.8	21	-12	0	-0.2
25	COc1ccc(C2NC(=O)C(C#N)=C(S)N2c2ccc(C)cc2)cc1OC (stereo not given)	0.5	4&-12	-8	6	0.4
26	CC(C)(C)c1ccc(/C=C/C(=O)Nc2ncccn2)cc1	0.7	-34	2	-6	0.2
27	CCOC(=O)c1c(C)n(C)c2ccc(O)c(CN3CCN(C)CC3)c12	-0.3	-11	-5	2	0.3
28	COc1ccc(-c2csc(=Nc3c(C)n(C)n(-c4ccccc4)c3=O)n2C(C)(C)C)cc1	0.0	15	-5	1	0.6
29	CN1CCN(c2oc(Cc3cccc4ccccc34)nc2C#N)CC1	-0.5	-5	3	0	-0.8
30	Cc1cc(C(=O)CN2C(=O)C(=O)N(Cc3ccccc3)C2=O)c(C)n1-c1ccccc1F	0.3	33	-5	-3	5.2

nr	Hck Nef HTS	TNF necrop inh	PGE2 EP2 inh	Runt-SMMHC FRET
16	8	4.8	6	-1
17	18	-0.1	7	4
18	3	-0.1	12&9	-1
19	0	-1.2	9	-1
20	-1	-1.8	20	6
21	-10	0.7	7	5
22	1	-0.1	7	-2
23	13	-17	5	0
24	11	1.2	5	-1
25	4	-1.5	6&3	4
26	3	0.6	6	1
27	1	0.1	19	2
28	0	0.3	3	2
29	18	0.3	11	2
30	18	0.8	10	5

# The results go on:
nr	Molecule	PERK inh	EP2 mod	RBBP9 inhibitor	Runt-CBFb FRET	zVAD death inh
31	Cc1ccc(Oc2ccc(OCC(=O)OC3CCS(=O)(=O)C3)cc2)cc1 (stereo not given)	1.7	.	-1	.	0.0
32	Cn1cc(C(=O)NCc2ccc(F)cc2)c(=O)c2cc(S(=O)(=O)N3CCCCC3)ccc21	-1.2	-38	-10	-7	.
33	COC(=O)c1cn(-c2ccc(Cl)cc2)c(=O)c2ccccc12	0.3	23	-5	1	0.4
34	S=C(NCc1ccco1)NCC(c1ccco1)N1CCCCC1 (stereo not given)	-0.2	-8	3	2	-0.8
35	CS(=O)(=O)Nc1cccc(C(=O)CC2(O)C(=O)Nc3ccccc32)c1 (stereo not given)	0.7	5	-3	-1	0.6
36	O=C1CC(N2CCN(C3CCc4ccccc4C3)CC2)C(=O)N1c1ccccc1 (stereo not given)	-0.7	.	-5	.	-0.1
37	COC(=O)COc1ccc(NC(=O)c2ccco2)cc1	1.5	0	-3	2	1.9
38	O=P(O)(CP(=O)(c1ccccc1)c1ccccc1)c1ccccc1O	1.6	-5	-11	1	0.8
39	CSCCC(C(=O)N1C[C@]2(C)C[C@H]1CC(C)(C)C2)N1C(=O)c2ccccc2C1=O (stereo not given in full)	-0.9	34	0	-2	-0.1
40	CCOC(=O)CC1(c2ccc(OC)c(OC)c2)C(=O)c2ccccc2C1=O	-1.4	8	-7	-2	-0.8
41	O=C(CCCc1nc(-c2ccccc2Cl)no1)NC1CCCCC1	1.1	3	-2	-1	0.1
42	COc1cccc(NC(=O)Cn2c(=O)oc3ccccc32)c1	1.6	11	1	-2	0.9
43	CC(C)=CCC/C(C)=C/CC(C)(C)CNCCN1CCNCC1	-0.4	-38	-8	-3	-0.1
44	CNC(=O)[C@@H]1C[C@H]1[C@@H](NC(=O)OCc1ccccc1)c1ccccc1	0.5	37	-12	-1	15
45	COc1ccc(OC)c(S(=O)(=O)n2nnc3cc(Cl)ccc32)c1	0.3	-1	0	0	0.4

nr	Hck Nef HTS	TNF necrop inh	PGE2 EP2 inh	Runt-SMMHC FRET
31	13	-1.6	15	.
32	2	-0.8	12	4
33	-1	-0.2	2	3
34	9	-0.4	3	-4
35	2	-3.7	9	-2
36	1	-2.1	17	.
37	4	3.6	8	-2
38	0	-0.2	13	4
39	1	-0.6	7	1
40	17	1.3	13	1
41	7	-0.8	7	-1
42	6	1.1	9	1
43	0	-0.1	8	0
44	-2	-0.8	9	4
45	0	0.7	22	-10

# Arranged by SMILES length (lowest first): some entries from above
nr	Molecule	PERK inh	EP2 mod	RBBP9 inhibitor	Runt-CBFb FRET	zVAD death inh
37	COC(=O)COc1ccc(NC(=O)c2ccco2)cc1	1.5	0	-3	2	1.9
42	COc1cccc(NC(=O)Cn2c(=O)oc3ccccc32)c1	1.6	11	1	-2	0.9
33	COC(=O)c1cn(-c2ccc(Cl)cc2)c(=O)c2ccccc12	0.3	23	-5	1	0.4
38	O=P(O)(CP(=O)(c1ccccc1)c1ccccc1)c1ccccc1O	1.6	-5	-11	1	0.8
45	COc1ccc(OC)c(S(=O)(=O)n2nnc3cc(Cl)ccc32)c1	0.3	-1	0	0	0.4
31	Cc1ccc(Oc2ccc(OCC(=O)OC3CCS(=O)(=O)C3)cc2)cc1 (stereo not given)	1.7	.	-1	.	0.0
36	O=C1CC(N2CCN(C3CCc4ccccc4C3)CC2)C(=O)N1c1ccccc1 (stereo not given)	-0.7	.	-5	.	-0.1
44	CNC(=O)[C@@H]1C[C@H]1[C@@H](NC(=O)OCc1ccccc1)c1ccccc1	0.5	37	-12	-1	15
32	Cn1cc(C(=O)NCc2ccc(F)cc2)c(=O)c2cc(S(=O)(=O)N3CCCCC3)ccc21	-1.2	-38	-10	-7	.
39	CSCCC(C(=O)N1C[C@]2(C)C[C@H]1CC(C)(C)C2)N1C(=O)c2ccccc2C1=O (stereo not given in full)	-0.9	34	0	-2	-0.1

nr	Hck Nef HTS	TNF necrop inh	PGE2 EP2 inh	Runt-SMMHC FRET
37	4	3.6	8	-2
42	6	1.1	9	1
33	-1	-0.2	2	3
38	0	-0.2	13	4
45	0	0.7	22	-10
31	13	-1.6	15	.
36	1	-2.1	17	.
44	-2	-0.8	9	4
32	2	-0.8	12	4
39	1	-0.6	7	1

# The list goes on:
nr	Molecule	PERK inh	EP2 mod	RBBP9 inhibitor	Runt-CBFb FRET	zVAD death inh
46	C#CCNC(=O)C1=C[C@@H](c2coc3ccccc3c2=O)[C@H](CCCO)[C@@H](OCC)O1	0.0	-14	-2	2	-0.2
47	CCc1nnc(NC(=O)C2CC(=O)N(CCc3ccccc3)C2)s1 (stereo not given)	-0.4	3	-8	-2	3.1
48	CN(c1ccccc1)S(=O)(=O)c1ccc(C(=O)OCC(=O)NCc2ccco2)cc1	0.1	-3	-5	3	-1.0
49	C/C(=N\N=C(/N)SC1CC(=O)N(c2ccc(Cl)cc2)C1=O)c1cccs1 (stereo not given)	-1.1	-12	-8	-1	0.5
50	COc1ccccc1Cn1c(=O)[nH]c2cccnc21	0.8	0	8	2	-0.4
51	O=C(c1cc2ccccc2c(=O)o1)N1CCCC1	0.4	30	-12	-1	0.2
52	CCSc1nnc(NC(=O)/C=C/c2ccc3c(c2)OCO3)s1	0.7	29	2	0	0.3

nr	Hck Nef HTS	TNF necrop inh	PGE2 EP2 inh	Runt-SMMHC FRET
46	-1	1.6	4	0
47	-2	0.9	13	-8
48	4	-3.9	13	0
49	0	-2.7	19	7
50	0	-2.3	16	2
51	3	1.1	8	3
52	3	0.4	4	6
